High-throughput results deposited in PubChem BioAssay by several laboratories.
TCR CD3 inh – human TCR-CD3 binding inhibition. inhibition, % at 9.4 µM. 360,000 tested, 0.37% active. TAMRA-labeled TCR probe fluorescence, biochemical. AID 651800; in the data active = inhibition above about 19%;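 note: recombinant mutant TCR 2C K166C tagged with TAMRA read by polarization; 0% = receptor in buffer alone and 100% = receptor with positive control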
rCAG binder – binds r(CAG) RNA repeats | inhibition, % at 3 µM | 370,000 tested, 1.3% active | r(CAG) RNA repeat, TO-PRO-1 dye displacement fluorescence;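 active = inhibition above the plate cutoff, the mean of all test compounds on that plate plus 3 SD, cut at about 35% in these data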;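 note: 0% = DMSO alone and 100% = 100 µM mitoxantrone as full dye displacement; higher means more dye released from RNA so lower well fluorescence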
PRMT1 FP inh – inhibitors of human PRMT1; Q99873; recombinant PRMT1, activity-based probe fluorescence polarization; inhibition, % at 2.79 µM; 370,000 tested, 1.3% active;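 active = inhibition above about 21% made by adding two undisclosed values, limit read from the data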
ABHD4 inh – inhibitors of mouse ABHD4; Q8VD66; purified mABHD4, FP-Rh probe fluorescence polarization; inhibition, % at 8.92 µM; 370,000 tested, 0.54% active; AID 720543;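 active = inhibition exceeding the mean over every tested compound plus 3 SD, cut at about 30% in these data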;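 note: 0% = plate median of compound wells and 100% = S159A mutant with DMSO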
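Assay system: Wild-type mouse ABHD4 protein | Medium: HEPES pH 7.0 buffer, 150 mM NaCl, 0.01% Pluronic F-127 | Incubation: Enzyme–compound pre-incubation 45 min, then probe 60 min, both 25 °C | Technique: Fluorescence polarization with parallel and perpendicular emission, 525/598 nm | Evaluation: % inhibition of FP-Rh probe binding versus controls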
HTRA1 inhibitor – blocks human HTRA1 serine peptidase. Q92743. recombinant HTRA1, FP-rhodamine activity-based probe, fluorescence polarization. inhibition, % at 5.96 µM. 340,000 tested, 0.5% active. AID 504803; in the data active = inhibition above about 36%;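 note: 0% = enzyme with DMSO and 100% = wells lacking enzyme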
MBD2 inh – MBD2-methylated oligo binding inhibition. Q9UBB5. TR-FRET, MBD2 binding to methylated oligonucleotide. inhibition, % at 4.4 µM. 370,000 tested, 0.31% active. AID 686964; in the data active = inhibition above about 13%
GC-B act – GC-B (human) receptor activation | P20594 | HEK293-GC-B cells, CNP EC30, cGMP TR-FRET; 0% at EC30 CNP, 100% saturating CNP | activation, % at 10 µM | 370,000 tested, 0.11% active | AID 1920062;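 active = activation at 10 µM reaching about 35% in either raw or pattern-adjusted values, limit read from the data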
SIAE primary – blocks human sialic acid acetylesterase. inhibition, % at 9.66 µM. SIAE FP-Rh probe binding, fluorescence polarization. 370,000 tested, 0.69% active;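 active = inhibition above a cutoff: mean of compounds within the control limits plus 3 SD of those, cut at about 17% in these data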;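 note: 0% = plate median of compound wells and 100% = probe without SIAE protein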
NPR1 activator – GC-A (human) enzyme activation; P16066; HEK293 GC-A cells, cGMP TR-FRET, EC30 ANP; 0% at EC30 ANP, 100% saturating ANP; activation, % at 10 µM; 370,000 tested, 0.14% active; AID 1671463; in the data active = activation above about 40%
Target sequence (P16066 whole entry, looked up): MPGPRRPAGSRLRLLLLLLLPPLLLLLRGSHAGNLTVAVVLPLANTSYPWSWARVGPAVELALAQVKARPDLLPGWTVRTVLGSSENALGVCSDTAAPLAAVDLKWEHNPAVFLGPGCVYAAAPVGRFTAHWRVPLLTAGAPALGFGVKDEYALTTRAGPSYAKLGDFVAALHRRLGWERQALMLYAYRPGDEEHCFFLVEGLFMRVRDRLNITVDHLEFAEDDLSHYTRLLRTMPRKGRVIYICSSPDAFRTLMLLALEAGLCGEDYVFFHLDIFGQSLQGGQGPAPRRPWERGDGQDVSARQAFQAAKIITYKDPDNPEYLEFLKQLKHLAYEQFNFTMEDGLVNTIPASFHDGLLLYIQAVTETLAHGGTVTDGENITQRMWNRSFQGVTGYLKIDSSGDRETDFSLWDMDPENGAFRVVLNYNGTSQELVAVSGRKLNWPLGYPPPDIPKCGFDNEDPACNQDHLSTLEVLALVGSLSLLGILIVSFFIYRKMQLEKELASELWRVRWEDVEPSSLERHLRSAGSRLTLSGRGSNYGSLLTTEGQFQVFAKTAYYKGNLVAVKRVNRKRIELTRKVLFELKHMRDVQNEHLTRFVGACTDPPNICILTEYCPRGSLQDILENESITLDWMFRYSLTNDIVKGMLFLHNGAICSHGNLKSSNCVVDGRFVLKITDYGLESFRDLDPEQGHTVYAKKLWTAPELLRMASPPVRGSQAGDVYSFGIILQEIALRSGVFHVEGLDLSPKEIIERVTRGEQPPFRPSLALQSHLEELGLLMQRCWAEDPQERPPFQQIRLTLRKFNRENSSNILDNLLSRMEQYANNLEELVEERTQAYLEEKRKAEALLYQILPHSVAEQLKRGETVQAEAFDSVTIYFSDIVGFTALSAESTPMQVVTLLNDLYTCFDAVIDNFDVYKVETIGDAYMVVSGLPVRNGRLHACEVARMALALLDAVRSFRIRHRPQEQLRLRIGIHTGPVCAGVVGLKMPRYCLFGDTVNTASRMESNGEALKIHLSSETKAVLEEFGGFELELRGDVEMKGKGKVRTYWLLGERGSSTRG
UHRF1 binding – human UHRF1 methylated DNA binding inhibitors; AID 687016; UHRF1 binding to methylated oligo, TR-FRET; inhibition, % at 4.4 µM; Q96T88; 370,000 tested, 0.75% active; in the data active = inhibition above about 21%;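 note: UHRF1 SRA domain binding a hemimethylated CpG hairpin DNA probe; 0% = median of test compound wells and 100% = reference inhibitor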
* marks the source's active call; other numbers are inactive results; / = no result given. Only part of the results is shown; the hit share may differ from the screen's.

SMILES	TCR CD3 inh	rCAG binder	PRMT1 FP inh	ABHD4 inh	HTRA1 inhibitor	MBD2 inh	GC-B act	SIAE primary	NPR1 activator	UHRF1 binding
CC1(C)Cc2nc(-c3ccccc3)nc(SCC(=O)N3CCCC3)c2CO1	2	-5	3	-1	4	0	3	-1	4	3
Cc1ccc(S(=O)(=O)Nc2c(NC3CCCCC3)c3ccccc3oc2=O)cc1C	-6	1	3	-5	-12	-1	2	2	-5	-1
CC1(C(=O)NS(=O)(=O)c2ccccc2C(F)(F)F)CCN1C(=O)c1cccc(F)c1 (stereo not given)	5	4	1	-2	/	0	-2	0	3	0
COc1ccccc1N1C(=O)CSC1=S	-15	1	10	-36	7	-1	-1	-7	2	0
Cc1c(C(=O)O)nnn1-c1ccccc1	5	2	2	3	6	-1	-1	0	3	0
Cc1cnc(C(=O)Nc2ccc(S(=O)(=O)N(C(C)C)C(C)C)cc2)cn1	7	-7	0	0	2	-4	2	-6	4	-2
CSc1cccc(NC(=S)NN(C)C)c1	-1	0	2	6	-2	1	3	10	-1	-3
COC(=O)c1cccc(C(=O)N2CCCC(C(=O)c3ccccc3OC)C2)c1 (stereo not given)	4	-11	2	6	5	4	3	1	3	1
COc1ccc(-c2cc3ccccc3n2CC(O)CN2CCCCC2)cc1 (stereo not given)	-4	-2	3	12	4	-8	-10	7	-5	-2
O=C(COC(=O)/C=C/c1ccco1)Nc1ccccc1	7	3	0	1	-5	1	2	1	-3	4
Nc1nonc1-n1nnc(C(=O)N/N=C\c2ccncc2)c1CN1CCCCC1	1	0	6	-17	-6	8	9	-3	3	5
Cc1cc(C)nc(SCSc2nc(C)cc(C)n2)n1	-6	2	-1	-7	-1	-3	0	-1	-6	3
Oc1ccc(C[C@@H]2CNCCN2CCc2cccc(F)c2)cc1	1	2	-5	4	2	-1	-3	-3	5	-3
Cc1cccc(/C(N)=N/OC(=O)C23CC4CC(CC(C4)C2)C3)c1	-5	2	2	9	1	1	0	-2	1	2
Cc1cc(N2Cc3ccccc3C2)ccc1C=O	2	11	-1	-5	-12	-10	-7	-10	-13	-2
CC(C)COc1ccc(N)cc1OCC(C)C	2	1	1	8	8	-3	1	13	-4	-1
COc1ccc(/C=N/NC(=O)CN2CCCCCCC2)c(C)c1C	6	-10	0	7	2	-1	-5	6	-2	-1
Cc1ccccc1OCC(=O)OC(C(=O)c1ccccc1)c1ccccc1 (stereo not given)	-2	-1	-2	-2	-3	-1	-1	6	7	0
CCC(CO)Nc1cccc2c1S(=O)(=O)N(Cc1cn(Cc3cccc(C(F)(F)F)c3)nn1)Cc1ccccc1O2 (stereo not given)	/	8	2	-22	/	4	1	-3	-3	10
O=c1[nH]c(C(F)(F)C(F)(F)C(F)(F)F)no1	3	2	-3	3	1	-8	2	4	2	0
CCCCCOc1ccc(C(=O)CCN2CCOCC2)cc1	-3	-9	26*	0	-1	2	2	-1	15	0
CCOc1ccc2ccccc2c1C(=O)NCC(c1ccc(N(C)C)cc1)N(C)C (stereo not given)	-4	-1	4	12	2	-4	-4	3	-4	4
CCC(C)NC(=O)CN1C(=O)C2CCCCN2C(=O)c2ccccc21 (stereo not given)	/	1	3	-1	/	3	1	-3	4	-1
CC(C)NC(=O)c1cc(C2CCCCN2S(=O)(=O)c2cccc3cccnc23)on1 (stereo not given)	4	1	0	8	/	-1	0	4	3	2
COc1ccc(/C(C)=N/NC(=O)c2nnn(-c3nonc3N)c2-c2cccs2)cc1	-6	0	5	-13	-12	8	0	-3	-3	5
Next records follow:
SMILES	TCR CD3 inh	rCAG binder	PRMT1 FP inh	ABHD4 inh	HTRA1 inhibitor	MBD2 inh	GC-B act	SIAE primary	NPR1 activator	UHRF1 binding
NS(=O)(=O)c1ccc(NC(=O)CSc2nc3ccccc3c(=O)n2Cc2ccncc2)cc1	0	7	5	-21	-2	-1	0	-9	0	-1
COc1ccc(C(=O)NNC(=O)c2cccs2)cc1S(=O)(=O)N1CCOCC1	0	2	-4	5	8	-1	-2	13	-2	-1
COc1cccc(C(=O)Nc2c(C(N)=O)oc3ccccc23)c1	12	3	-2	-7	-27	-6	-2	-11	11	0
CCC(=O)Nc1c(C#N)c2nc3ccccc3nc2n1-c1ccccc1C	3	0	2	-1	3	0	-5	-3	-1	-2
Cc1nn(CC(=O)NCCCN2CCCCC2)c(=O)c2cccn12	-2	0	4	-8	-1	2	7	-5	3	9
CCN(CC)C(=O)C1=C(C)N(Cc2ccc(OC)cc2)C(=O)C(CC(=O)NCc2cccc3ccccc23)C1 (stereo not given)	-4	2	3	6	-5	5	-10	5	-18	20
O=C(CSc1nnc2c(n1)[nH]c1ccc(F)cc12)N1CCOCC1	-5	-1	2	7	1	-2	0	0	-2	0
O=C1C[C@@H]2c3c(cccc3CN1Cc1ccccc1)C[C@@H](O)[C@H]2O	-4	-3	-1	4	4	-6	2	-2	0	1
CCC(SC1=Nc2ccccc2C2=NC(CC(C)C)C(=O)N12)C(=O)Nc1ccc2c(c1)OCO2 (stereo not given)	0	3	5	2	9	3	9	3	4	-1
CCN(CC(=O)Nc1c(F)cccc1F)C(=O)COc1ccc2c(c1)CCC2	6	1	-2	-1	-2	0	-2	5	0	0
Cc1ccc(CNS(=O)(=O)c2ccc3c(c2)NC(=O)CS3)cc1	1	2	3	3	-5	0	-3	3	0	1
CC(=O)c1cccc(OCCN2C(=O)NC(C)(C)C2=O)c1	1	2	-3	3	5	-4	-1	8	-2	1
O=C(NNC(=O)c1cc2ccccc2[nH]1)OCc1ccccc1	11	0	-1	-2	-11	-4	8	1	5	-2
CC(=O)NCCNC(=O)c1ccc(CSc2ccc(Cl)cc2)cc1	1	-2	0	-3	-8	2	6	-7	12	0
O=C(CN(C(=O)Cn1nnc(-c2ccc(F)cc2)n1)c1cccc(F)c1)NC1CCCC1	-7	-3	-2	3	1	-7	-4	7	-5	-2
N#Cc1ccc(-c2csc(-c3ccno3)n2)cc1	8	0	-1	1	/	-4	-6	-2	-4	-1
CSc1ccccc1NC(=O)CN(C)Cc1cccc(Cl)c1	-5	-5	-2	1	-17	8	-1	6	-5	1
Cc1ccc(CN2CCN(Cc3cnc(C)s3)CC2CCO)o1 (stereo not given)	1	-2	-5	0	-1	-3	0	3	1	-4
Cc1ccc(C(=O)O)cc1NC(=O)C1=CSCCO1	6	3	2	-2	2	3	8	-6	1	-2
COc1ccc2cc(C(=O)N3CCCCCC3)sc(=O)c2c1OC	-4	-6	-1	4	-3	1	-1	3	-2	-2
CC(=O)NC(N(C#N)c1nc(Cl)nc(N(C)C)n1)C(Cl)(Cl)Cl (stereo not given)	3	1	1	-4	1	2	-4	4	5	0
CC(=O)c1c(C)[nH]c(C(=O)N(C)CC(=O)Nc2ccc(Cl)c(C(F)(F)F)c2)c1C	-6	-2	0	-3	-7	-3	-4	-4	-2	-1
Cc1cc(NC(=O)CSc2nnc(CNC(=O)c3c(F)cccc3F)o2)no1	-10	-3	-3	0	-4	-3	6	4	0	2
CC(OC(=O)CNC(=O)c1cccs1)C(=O)Nc1ccc(S(N)(=O)=O)cc1 (stereo not given)	-5	1	0	-1	-1	-2	1	2	1	6
CCOC(=O)c1ccc(NC(=S)N2CCSC2c2c(F)cc(F)cc2F)cc1 (stereo not given)	0	0	89*	-4	-39	5	-2	-11	4	1
(more compounds)
SMILES	TCR CD3 inh	rCAG binder	PRMT1 FP inh	ABHD4 inh	HTRA1 inhibitor	MBD2 inh	GC-B act	SIAE primary	NPR1 activator	UHRF1 binding
CC(=O)CC[C@@H]1CC[C@]2(CCCN(C(=O)c3ccco3)C2)O1	/	2	-1	7	/	0	-7	3	4	3
O=C(NCc1ccco1)C(c1ccccc1)N(C(=O)Cc1cccs1)c1cccnc1 (stereo not given)	-3	-4	-1	-7	-4	-5	-4	11	-11	0
Cc1cc(C(=O)OCC(=O)Nc2cccc([N+](=O)[O-])c2)c(C)o1	5	1	-3	0	-14	-6	-2	-4	10	2
Cc1ccccc1C(=O)Nc1cccc(NC(=O)c2ncn[nH]2)c1	0	0	1	3	1	2	3	-3	-4	2
O=c1[nH]c2ccccc2c(O)c1Cc1ccccc1	4	-2	-3	1	-1	-2	3	7	3	-1
COCCN1C(=O)CN(S(C)(=O)=O)CC1(C)C(=O)Nc1ccc2c(c1)OCCO2 (stereo not given)	-3	2	-5	-5	/	-3	1	-4	2	-3
Cc1c(Cc2ccccc2)c(=O)oc2cc(OCC(=O)NCC(O)c3ccccc3)ccc12 (stereo not given)	3	5	-5	1	-17	-5	6	-1	-2	-3
O=C(NCc1ccccc1)N1CCOc2ccccc21	-7	-1	8	-5	6	7	-1	-9	1	3
CC(C)c1ccc(NC(=O)CNS(=O)(=O)c2ccc(F)cc2)cc1	-4	1	-6	-11	-4	-7	-7	-7	-1	1
CCOC(=O)C1Oc2ccccc2C(c2cccc3ccccc23)=C1C(=O)OC (stereo not given)	-9	8	-1	-10	-19	-5	-12	-1	-7	1
Cc1ccc(NC(=O)CN(C)C(=O)COC(=O)c2nccnc2N)cc1	2	5	-4	-3	-1	0	2	4	2	-1
COc1ccc(/C=C(/C(=O)Nc2ccccc2C(=O)N2CCCC2)c2ccccc2)cc1	2	-5	-1	0	-23	-7	0	-1	1	0
CCC(C)NS(=O)(=O)c1ccc(S(=O)(=O)N2CC=C(c3ccc(F)cc3)CC2)cc1 (stereo not given)	4	3	4	-10	-25	8	0	0	0	19
CN(C)S(=O)(=O)c1ccc(N2CCCC2)c(C(=O)OCC(=O)NC2CCCCC2)c1	-2	-11	-3	8	2	1	1	-3	-1	0
CCn1cc(C(=O)NCCCN2CCC(C)CC2)c(=O)c2cc(S(=O)(=O)N3CCCC3)ccc21	-3	6	3	2	1	1	4	2	1	6
Nc1c(N(CCC2=CCCCC2)C(=O)c2ccc([N+](=O)[O-])o2)c(=O)[nH]c(=O)n1Cc1ccccc1	-4	15	6	6	5	-5	3	6	9	-1
CCO[C@H]1OC(C(N)=O)=C[C@@H](c2csc3ccccc23)[C@@H]1CCCO	4	-1	1	-3	2	-7	-4	-1	-9	-3
COc1cc(OC)c(C(=O)NNC(=S)NC2CCCCC2)cc1OC	4	-1	-4	8	4	-1	-2	14	0	-2
CCCC(=O)Nc1ccc(-c2nc3cc(C)c(C)cc3o2)c(O)c1	-7	1	1	1	8	5	-2	-1	1	1
O=C1C(Cl)=C(NCc2cccnc2)C(=O)c2ccccc21	2	0	2	1	14	-27	-2	-2	7	-17
CC(=O)c1ccc(N2CCN(CC(=O)Nc3ccccc3N3CCOCC3)CC2)cc1	-1	-4	-1	-3	1	8	-5	-4	-2	19
Cc1noc(C)c1S(=O)(=O)N(CC(=O)NCc1ccc2c(c1)OCO2)c1ccc(C(C)C)cc1	2	2	-2	0	-12	1	-6	2	-2	1
CCOC(=O)c1c(/N=C/c2cccc([N+](=O)[O-])c2O)sc(C)c1C	7	12	28*	33*	25	-2	3	14	-2	-9

Among those listed so far, three contain a cyano group:
SMILES	TCR CD3 inh	rCAG binder	PRMT1 FP inh	ABHD4 inh	HTRA1 inhibitor	MBD2 inh	GC-B act	SIAE primary	NPR1 activator	UHRF1 binding
CCC(=O)Nc1c(C#N)c2nc3ccccc3nc2n1-c1ccccc1C	3	0	2	-1	3	0	-5	-3	-1	-2
N#Cc1ccc(-c2csc(-c3ccno3)n2)cc1	8	0	-1	1	/	-4	-6	-2	-4	-1
CC(=O)NC(N(C#N)c1nc(Cl)nc(N(C)C)n1)C(Cl)(Cl)Cl (stereo not given)	3	1	1	-4	1	2	-4	4	5	0
